Screening data from PubChem BioAssay.
TNAP inh pNP: inhibitors of human tissue-nonspecific alkaline phosphatase; inhibition, % at 20 µM; purified TNAP, pNPP hydrolysis, absorbance 405 nm; 21,000 tested, under 10 active; P05186;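 further: 0% = DMSO only wells and 100% = 1 mM levamisole wells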
Target sequence (P05186 whole entry, looked up): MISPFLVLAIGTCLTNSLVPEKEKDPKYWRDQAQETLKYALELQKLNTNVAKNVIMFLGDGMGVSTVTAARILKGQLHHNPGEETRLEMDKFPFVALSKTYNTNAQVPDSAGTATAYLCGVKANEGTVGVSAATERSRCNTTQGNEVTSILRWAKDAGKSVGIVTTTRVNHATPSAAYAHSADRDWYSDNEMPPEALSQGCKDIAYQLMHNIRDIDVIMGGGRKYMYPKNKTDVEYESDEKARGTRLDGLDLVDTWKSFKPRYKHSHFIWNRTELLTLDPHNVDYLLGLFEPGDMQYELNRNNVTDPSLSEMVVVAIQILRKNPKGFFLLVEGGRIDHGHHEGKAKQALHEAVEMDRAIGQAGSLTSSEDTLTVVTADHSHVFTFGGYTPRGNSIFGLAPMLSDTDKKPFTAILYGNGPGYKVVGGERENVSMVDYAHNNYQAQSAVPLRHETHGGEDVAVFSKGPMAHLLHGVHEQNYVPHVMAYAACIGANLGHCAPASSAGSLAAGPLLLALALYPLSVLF
TNAP Pi inh: blocks human TNAP phosphate release; inhibition, % at 20 µM; 21,000 tested, under 10 active; AID 614; P05186; purified TNAP, pNPP, malachite green phosphate absorbance
* marks the source's active call; other numbers are inactive results.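 How the source made its calls: active means inhibition above 50% at the 20 µM single-dose screen; inactive means the rest.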

SMILES	TNAP inh pNP	TNAP Pi inh
Cc1cccc2cc(COC(=O)c3ccccc3)c(=O)[nH]c12	-10	1
O=C(OCCN1C(=O)c2ccccc2C1=O)c1cc(=O)[nH]c2ccccc12	2	15
CCN(CC)CCCNC(=O)c1c(O)c2c([nH]c1=O)CCCC2	6	10
O=C(O)c1ccc(S(=O)(=O)NC2CCCCC2)cc1	-9	-1
COc1cc(-c2nnc3sc(C4CCCCC4)nn23)cc(OC)c1OC	8	7
N#CC12CCCCC1CC1CCCCC1(C#N)N2Cc1cccnc1 (stereo unspecified)	4	-9
CCOc1ccc(-c2nnc(-c3snc(-c4ccc(F)cc4)c3N=CN(C)C)o2)cc1	-3	3
COc1ccccc1C(=O)Nc1cc(Cl)ccc1O	5	11
COc1ccccc1NC(=O)CSc1nc2nc(C)cc(C)c2c(=O)[nH]1	0	5
COc1ccc(-c2nnc(SCCOc3cccc(C)c3)n2N)cc1	2	7
Cc1noc(C)c1COC(=O)c1ccc(-c2nc3ccccc3s2)s1	-4	12
COc1ccc(N/C(C)=C2/C(=O)C(=O)N(CCO)C2c2ccc(Br)cc2)cc1 (stereo unspecified)	0	10
COc1ccc(CCn2c(C)cc(C(=O)CSc3nnnn3-c3ccccc3)c2C)cc1OC	3	9
CC(=O)c1ccc(NC(=O)CSC(C)C)cc1	4	-13
CCCCn1nnnc1SCC(=O)Nc1ccc(C)cc1	6	1
Nc1c(C(=O)c2ccccc2)oc2ccc(Br)cc12	-2	8
O=C(O)CC(NCc1ccco1)C(=O)OCCc1ccccc1 (stereo unspecified)	-4	-35
Cc1cc(=O)[nH]c(COc2ccccc2)n1	4	9
CC1(C)O[C@@H]2C[C@H]3[C@@H]4CCC5=CC(=O)C=C[C@]5(C)[C@@]4(F)[C@@H](O)C[C@]3(C)[C@]2(C(=O)CO)O1	0	0
Cc1cc(C)nc(N2CCC(C(=O)Nc3nnc(C)s3)CC2)n1	0	0

Of the compounds above, these contain a carbonyl joined to an NH by a bond outside any ring:
SMILES	TNAP inh pNP	TNAP Pi inh
CCN(CC)CCCNC(=O)c1c(O)c2c([nH]c1=O)CCCC2	6	10
COc1ccccc1C(=O)Nc1cc(Cl)ccc1O	5	11
COc1ccccc1NC(=O)CSc1nc2nc(C)cc(C)c2c(=O)[nH]1	0	5
CC(=O)c1ccc(NC(=O)CSC(C)C)cc1	4	-13
CCCCn1nnnc1SCC(=O)Nc1ccc(C)cc1	6	1
Cc1cc(C)nc(N2CCC(C(=O)Nc3nnc(C)s3)CC2)n1	0	0

Additional compounds follow.
SMILES	TNAP inh pNP	TNAP Pi inh
Cc1ccc(N2CC(C(=O)OCc3ccccc3)CC2=O)cc1 (stereo unspecified)	-3	-5
CCN(CC)CCN1C(=O)C(=O)/C(=C(/O)c2ccc(F)cc2)C1c1ccncc1 (stereo unspecified)	-8	-8
O=C(COC(=O)c1ccccc1S(=O)(=O)N1CCCCC1)NCC(F)(F)F	4	8
Cc1cccc(N(Cc2cc3ccccc3[nH]c2=O)C(=O)c2ccco2)c1C	0	3
CCCS(=O)(=O)N1CCN(Cc2ccncc2)CC1	5	8
O/N=C1\CCc2cc(Cl)ccc21	-10	-14
Cc1nc(NCCN2CCOCC2)c2nnn(Cc3c(F)cccc3Cl)c2n1	5	6
COc1ccc(-c2nn3c(C4CCCCC4)nnc3s2)cc1OC	1	8
C[C@@H]1C[C@H]2[C@@H]3CCC4=CC(=O)C=C[C@]4(C)[C@@]3(F)[C@@H](O)C[C@]2(C)[C@@]1(O)C(=O)COP(=O)(O)O	0	0
COCCn1c(Sc2ccccc2)nc2c1c(=O)[nH]c(=O)n2C	3	-14
CC(=O)c1c(C)[nH]c(C(=O)CSc2nnc(CN3CCCCCC3=O)n2-c2ccccn2)c1C	2	19
CCOC(=O)C1=C(C)NC(C)=C(C(=O)OCC)C1C(=O)O	5	2
CC(NC(=O)Cn1nc(C(=O)O)c2ccccc2c1=O)c1ccccc1 (stereo unspecified)	5	18
CN(CCCCCC(=O)/C=N/O)Cc1ccccc1	4	7
Cc1ccc(C(=O)c2coc3ccc(OCC(=O)O)cc23)cc1	4	5
CC(=O)Nc1ccc(-n2c(C)c(C(C)=O)c(C(C)=O)c2C)cc1	7	0
Cc1noc(C)c1CSc1nc2sc(C)c(C)c2c(=O)n1-c1ccccc1	-9	2
COc1ccc(-n2cnnc2SCC(=O)c2ccc(S(=O)(=O)N3CCOCC3)cc2)cc1	1	18
O=C1C=C(N2CCN(C3=CC(=O)CCC3)CC2)CCC1	-1	0
COc1ccccc1OC1=NS(=O)(=O)c2ccccc21	4	7
O=C(Oc1cccc(Oc2ccccc2)c1)N1CCOCC1	3	-17
CCCCNC(=O)Nc1cc(C(F)(F)F)c[nH]c1=O	2	8
CCOC(=O)Nc1ccc2c(c1)N(C(=O)CN1CCN3CCCC3C1)c1ccccc1CC2 (stereo unspecified)	1	6
O=C(NCc1ccccc1)c1cc(-n2cnnc2)ccc1Cl	0	10
CSc1nc2[nH]c3c(c2c2nncn12)CC(C)(C)OC3	5	7
CCn1c(Cc2c(C)[nH]c3ccccc23)nnc1SCC(N)=O	5	10
COCCOC(=O)CC1=NC(=O)CS1	5	-14
Cc1ccc(-c2c(C#N)c(N)nc3c2CCCCC3)o1	7	2
Cc1ccc(C)c(N2CCN(C(=O)c3ccccc3Br)CC2)c1	6	12
CCC(C)(C)n1nnnc1C(c1cccs1)N1CCN(c2nc3ccccc3s2)CC1 (stereo unspecified)	0	8

Single records, as listed above. Order of values: TNAP inh pNP | TNAP Pi inh
Listed for `O=C(Oc1cccc(Oc2ccccc2)c1)N1CCOCC1` : 3 | -17
Listed for `Cc1ccc(C)c(N2CCN(C(=O)c3ccccc3Br)CC2)c1` : 6 | 12
Listed for `CSc1nc2[nH]c3c(c2c2nncn12)CC(C)(C)OC3` : 5 | 7
Listed for `CCC(C)(C)n1nnnc1C(c1cccs1)N1CCN(c2nc3ccccc3s2)CC1` (stereo unspecified) : 0 | 8
Listed for `O=C(NCc1ccccc1)c1cc(-n2cnnc2)ccc1Cl` : 0 | 10

(cont.)
SMILES	TNAP inh pNP	TNAP Pi inh
CCCCOc1cccc(-c2nnc(N)s2)c1	7	10
O=C(Cc1ccccc1)Nc1cccc(-c2nnc(-c3ccco3)o2)c1	2	7
Cc1nc(NCCN)c(C#N)c2c1COC(C)(C)C2	3	6
Oc1ccccc1-c1cc(-c2cccc(F)c2)n[nH]1	6	8
COC(=O)c1c(N)c(C#N)c2n1CCCCC2	5	13
CC1(C)Cc2c(sc3ncn4nc(CCC(=O)O)c(=O)nc4c23)CO1	4	7
CCCCCc1nc2ccccc2c(=O)n1N	-13	-3
C/C(=C\C(=O)c1ccc(C)cc1)Nc1cccc(O)c1	-2	-17
Fc1ccccc1CSc1ncnc2c1oc1ccccc12	-3	2
O=C(NCCCN1CCCC1=O)c1cc(=O)c2ccccc2o1	4	6
COc1ccc(CN(Cc2nc3ccccc3c(=O)[nH]2)C(=O)C(C)(C)C)cc1	6	10
CCOC(=O)C1=C(N)n2c(s/c(=C\c3cccnc3)c2=O)=C(C(=O)OCC)C1c1cccnc1 (stereo unspecified)	-10	-4
CC(C)CCNC(=O)C(c1ccco1)N(Cc1ccc(F)cc1)C(=O)c1snc(C(N)=O)c1N (stereo unspecified)	3	-18
CSC1=C(C#N)C(CC(C)C)C(C(C)=O)=C(C)N1 (stereo unspecified)	-4	12
Cn1c(N)c(C(=O)CSc2nc3ccccc3n2-c2ccccc2)c(=O)n(C)c1=O	1	7
CC(C)c1nnc(NC(=O)CCC(=O)NCC2CCCO2)s1 (stereo unspecified)	4	-27
Cc1sc(NC(=O)CSc2nnnn2C2CCCC2)c(C#N)c1C	14	25
O=C(NCC(F)(F)F)N1CCOCC1	6	-12
COc1ccc(/C(O)=C2\C(=O)C(=O)N(c3cc(C)on3)C2c2ccccc2OC)cc1C (stereo unspecified)	-12	-9
O=C(Nc1ccc2c(c1)OCCO2)c1c(F)c(F)c(F)c(F)c1F	0	0
CS(=O)(=O)Nc1ccc(OCc2ccccc2)cc1	1	4
COc1ccccc1OCCCCCNCCO	6	8
CCOC(=O)c1cc(C(=O)OCC)c2cc(Br)ccc2n1	3	-18
COC(=O)C1CCN(C(=O)COC(=O)Cn2cnnn2)CC1	6	18
CCc1ccc(NC2=NC(C(=O)NC3CCCCC3)CC(=O)N2)cc1 (stereo unspecified)	2	10
CC(C)(C)OC(=O)NCCc1nnc(S(=O)(=O)Cc2ccc(Cl)cc2Cl)o1	6	6
O=C(NCc1ccc2c(c1)OCO2)C1CCCN1C(=O)Nc1ccc(F)cc1 (stereo unspecified)	7	9
COC(=O)c1c(NC(=O)c2ccoc2C)sc2c1CCC2	3	8
COC(=O)C(C#N)c1nc2ccccc2nc1N1CCN(Cc2ccc3c(c2)OCO3)CC1 (stereo unspecified)	-2	-10
COc1cc(NC(=O)c2ccco2)ccc1NC(=O)c1ccccc1Cl	1	7
Cn1c(CN2CCOCC2)nc2cc(NC(=O)c3ccc(Cl)cc3)ccc21	4	-10
CCCCCCSc1ncc(C#N)c(N)n1	-2	9
Cc1ccc2[nH]c3c(N4CCCCCC4)ncnc3c2c1	-1	5
CC1=C(C#N)C(=O)OC(C)(C)C1	-9	-13
COCCn1nnnc1C(c1ccccc1OC)N1CCN(c2ccccc2)CC1 (stereo unspecified)	-4	-2
O=C(Nc1cccc(C(=O)N2CCOCC2)c1)NC1CCCCC1	7	9
O=C1c2ccccc2C(=O)N1CCN1CCc2ccccc21	3	8
O=S(Cc1ccc(Cl)cc1)CC(O)COc1ccc(Cl)cc1 (stereo unspecified)	5	4
Cn1ccnc1Sc1nc2ccccc2nc1NS(=O)(=O)c1ccccc1	6	3
O=c1oc2ccccc2c2c1ncn2C1CCCCC1	3	5

Copied from the list.
COc1ccccc1NC(=O)CSc1nc2nc(C)cc(C)c2c(=O)[nH]1 in TNAP Pi inh is listed with 5
Nc1c(C(=O)c2ccccc2)oc2ccc(Br)cc12 in TNAP inh pNP is listed with -2

The listing continues.
SMILES	TNAP inh pNP	TNAP Pi inh
N#CCSc1nnc(N)s1	7	9
COc1cccc(-c2noc(-c3cccnc3)n2)c1	5	9
CCOC(=O)CNC(=O)CSc1nnc(-c2cccc(C)c2)n1-c1ccc(OC)cc1	2	16
CN=C1SC(CC(=O)Nc2sc(C)c(C)c2C(=O)OC)C(=O)N1C (stereo unspecified)	3	12
COc1cc(C(=O)N2CCCN(c3nc4cc(C)ccc4cc3C#N)CC2)cc(OC)c1OC	3	11
COC(=O)C(CC(C)C)Oc1ccc2c(C)cc(=O)oc2c1 (stereo unspecified)	2	5
CCN1C(=O)C(NC(C)=O)c2cc(Br)ccc21 (stereo unspecified)	-6	-4
Cc1nn(CC(=O)NC(C)c2ccccc2)c(=O)c2ccccc12 (stereo unspecified)	0	3
CCOC(=O)CSC1=C(C#N)C(=O)NC2(CCCCC2)S1	1	5
COc1cc(NC(=O)c2ccc(Br)o2)ccc1NC(=O)c1ccccc1Cl	2	7
Cc1occc1C(=O)OCC(=O)Nc1ccc(F)cc1	11	-3
O=C(CCC(=O)N1CCc2ccccc21)Nc1ccccc1	4	4
Cc1cc2ncn(S(=O)(=O)N3CCCCC3)c2cc1C	4	8
COc1cc2c(C(=O)N3CCN(C)CC3)c(C)oc2cc1Br	6	15
CC(C)C(=O)Nc1ccc(C(=O)N2CCN(C(=O)c3ccco3)CC2)cc1	2	11
O=C(Cn1nc(C(F)(F)F)c2c1CCCCC2)N1CCOCC1	2	7
[O-]/[N+](=C\c1ccc(OC(F)F)cc1)c1ccccc1	1	-26
COC(=O)c1ccccc1NC(=O)C1CCN(C(=O)c2cc(OC)c(OC)c(OC)c2)CC1	3	7
Clc1ccc(OCc2nnc(SCc3nnc(-c4ccccc4)o3)o2)c(Cl)c1	-2	4
O=C(c1cccc(F)c1)N1CCN(CC2CC3C=CC2C3)CC1 (stereo unspecified)	0	8
O=c1c(C(c2nnnn2C2CCCCC2)N2CCCCC2)coc2ccc(Cl)cc12 (stereo unspecified)	0	-24
N#Cc1sc2nc3c(c(-c4ccco4)c2c1N)CCCC3	4	10
CCN(CC)CCCn1c(C)cc2c(c1=O)C(c1cc(OC)c(OC)cc1OC)C(C#N)=C(N)O2 (stereo unspecified)	-4	9
CCc1nc2sc3c(c2c(=O)n1N)CCC3	4	-1
Cc1noc(C)c1C(=O)NC1CCCc2ccccc21 (stereo unspecified)	0	0
N#CC1=C(N)NC(SCC(=O)O)=C(C#N)C12CCCC2	6	17
CCCCC(=O)NCCNc1nc2c(c(=O)n(C)c(=O)n2C)n1Cc1ccc(F)cc1	4	8
Cc1ccc(NC(=O)N2CCC(C(=O)NCc3ccccc3)CC2)cc1	-2	3
C=CCn1c(=O)c2ccccc2n2c(SCC(=O)NCc3cccs3)nnc12	6	9
C=CCn1c(C)cc(C(=O)COc2ncnc3sccc23)c1C	6	17
COC(=O)COc1ccc(S(=O)(=O)Nc2ccccc2C(=O)OC)cc1	0	1
Cc1ccccc1NS(=O)(=O)c1ccc(F)cc1	1	6
COc1ccc(Nc2nc(N)nc(SCc3nnc(C)s3)n2)cc1	-9	-3
COc1cccc(-c2nnc(SCC(=O)Nc3cc(C)ccc3OC)n2N)c1	3	6
N#Cc1nc(COc2ccc(Cl)cc2Cl)oc1N1CCOCC1	3	6
O=C(Nc1ccc2c(c1)OCO2)N1CCN(S(=O)(=O)c2ccc(Cl)cc2)CC1	-2	10
Cc1cc(C(=O)NCc2cccs2)c(C)o1	8	13
COCCCn1c(SCC(=O)NC2CCCCC2)nnc1-c1ccncc1	5	8
O=C(c1ccc(-c2nnc(-c3ccccc3)o2)cc1)N1CCCCCC1	2	6
Cc1cc(C)c(C(N)=O)c(Nc2cccc(Cl)c2C)n1	-1	-3
CC1CCN(C(c2ccc(N(C)C)cc2)c2nnnn2Cc2ccccc2)CC1 (stereo unspecified)	2	8
Cc1cc(-c2ccccc2)nc(=O)[nH]1	0	0
O=C1CC(c2ccco2)Cc2nc(Nc3ccc(F)cc3)ncc21 (stereo unspecified)	-2	10
C=CCOn1c(=O)c(-c2cc3ccccc3o2)[n+]([O-])c2ccccc21	0	0
CCN(CC)S(=O)(=O)c1ccc(Cl)c(C(=O)NC)c1	2	4
Cc1ccn2cc(C(=O)Nc3ccc4c(c3)OCCO4)nc2c1	1	7

Only part of the results is shown; count on the stated rates, not on these rows.
